# High-throughput results deposited in PubChem BioAssay by several laboratories.
# Tb hexokinase – blocks Trypanosoma brucei hexokinase 1 activity; recombinant TbHK1, G6PDH-coupled NADH A340; inhibition, % at 10 µM; actives 0.11% (n = 220,000); AID 1430;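 active = inhibition of 50% or more in the single-dose primary screen; inactive = inhibition below 50%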
# EP2 mod – EP2 receptor (human) modulation | actives 0.83% (n = 260,000) | EP2-expressing cells, cAMP HTRF FRET, PGE2 co-stimulation | P43116 | induction, % at 25 µM | AID 940;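 active = compounds whose cAMP rise, as percent of the full-agonist control response, exceeds 60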;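 note: rat C6 glioma line stably carrying human EP2 under a CMV promoter; the protocol text gives 20 µM as final concentration; 100% = response of wells given 1 µM PGE2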
# Hck-Nef inh – human Hck-Nef kinase inhibition; P08631; Recombinant Hck-YEEI plus Nef, Z-Lyte FRET kinase assay; inhibition, % at 20 µM; AID 463187; actives 0.68% (n = 220,000);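 active = Hck-Nef kinase inhibition above about 50%, limit read from the data; inactive = inhibition below that limit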;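 note: 0% = DMSO with Hck plus Nef and 100% = Hck alone without Nef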
# PGE2 EP2 inh – inhibitors of human EP2 prostaglandin E2 receptor; P43116; inhibition, % at 25 µM; C6 glioma cells expressing human EP2, cAMP TR-FRET; cells stimulated with saturating PGE2; actives 0.52% (n = 260,000);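 active = percent inhibition above 40 after rounding to a whole number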;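 note: rat C6 glioma host cells with rolipram phosphodiesterase inhibitor present; the protocol text gives 20 µM as final concentration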
# Calpain2 inh – inhibitors of pig calpain II. purified calpain II, fluorogenic peptide substrate, 30 min. inhibition, % at 16 µM. actives 0.37% (n = 220,000). AID 1236;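 active = inhibition above about 50%, limit read from the data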
# Rad51 HR inh – blocks human Rad51 in homologous recombination | hRad51 DNA strand exchange, fluorescence dequenching | inhibition, % at 10 µM | actives 0.085% (n = 200,000) | AID 1385;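 active = inhibition above 40% at the single screening dose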;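 note: 0% = DMSO control wells and 100% = blanks with heterologous ssDNA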
#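 Material: Human Rad51 nucleoprotein filaments preassembled on unlabelled ssDNA | Also added: Labelled 47-mer dsDNA for strand exchange | Dosing: Single dose, 10 µM final compound | Schedule: 30-min compound preincubation and 15-min exchange, both room temperature | Technique: Fluorescence dequenching at 485/520 nm | Measure: Percent inhibition relative to plate controls and blanks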
# zVAD death inh – blocks zVAD induced death of L929 cells | L929 zVAD necroptosis rescue, ATP luminescence, 24 h; with zVAD 60 µM | viability rescue, % at 10 µM | actives 0.38% (n = 220,000);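 active = activation, scaled between plate controls, above about 75%, limit read from the data; inactive = activation under that limit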;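 note: 0% = zVAD with DMSO and 100% = DMSO alone without zVAD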
# eIF4E 4G PPI – eIF4E/eIF4G interaction inhibition in translation initiation; P63073+Q04637; TR-FRET eIF4E-eIF4GI(517-606) binding, 2 h; inhibition, % at 21.7 µM; actives 0.37% (n = 220,000); AID 782;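 active = inhibition above about 30%, limit read from the data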;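 note: 0% = full FRET control wells and 100% = background wells lacking eIF4GI fragment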
# Target sequence (P63073 whole entry, looked up, the tested form may be a part): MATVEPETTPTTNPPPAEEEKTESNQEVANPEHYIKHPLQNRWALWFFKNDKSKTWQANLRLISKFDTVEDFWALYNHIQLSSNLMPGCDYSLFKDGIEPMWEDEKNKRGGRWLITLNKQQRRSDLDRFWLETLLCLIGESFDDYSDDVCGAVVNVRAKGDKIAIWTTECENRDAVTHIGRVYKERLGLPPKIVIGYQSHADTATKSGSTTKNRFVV
# Target sequence (Q04637 whole entry, looked up, the tested form may be a part): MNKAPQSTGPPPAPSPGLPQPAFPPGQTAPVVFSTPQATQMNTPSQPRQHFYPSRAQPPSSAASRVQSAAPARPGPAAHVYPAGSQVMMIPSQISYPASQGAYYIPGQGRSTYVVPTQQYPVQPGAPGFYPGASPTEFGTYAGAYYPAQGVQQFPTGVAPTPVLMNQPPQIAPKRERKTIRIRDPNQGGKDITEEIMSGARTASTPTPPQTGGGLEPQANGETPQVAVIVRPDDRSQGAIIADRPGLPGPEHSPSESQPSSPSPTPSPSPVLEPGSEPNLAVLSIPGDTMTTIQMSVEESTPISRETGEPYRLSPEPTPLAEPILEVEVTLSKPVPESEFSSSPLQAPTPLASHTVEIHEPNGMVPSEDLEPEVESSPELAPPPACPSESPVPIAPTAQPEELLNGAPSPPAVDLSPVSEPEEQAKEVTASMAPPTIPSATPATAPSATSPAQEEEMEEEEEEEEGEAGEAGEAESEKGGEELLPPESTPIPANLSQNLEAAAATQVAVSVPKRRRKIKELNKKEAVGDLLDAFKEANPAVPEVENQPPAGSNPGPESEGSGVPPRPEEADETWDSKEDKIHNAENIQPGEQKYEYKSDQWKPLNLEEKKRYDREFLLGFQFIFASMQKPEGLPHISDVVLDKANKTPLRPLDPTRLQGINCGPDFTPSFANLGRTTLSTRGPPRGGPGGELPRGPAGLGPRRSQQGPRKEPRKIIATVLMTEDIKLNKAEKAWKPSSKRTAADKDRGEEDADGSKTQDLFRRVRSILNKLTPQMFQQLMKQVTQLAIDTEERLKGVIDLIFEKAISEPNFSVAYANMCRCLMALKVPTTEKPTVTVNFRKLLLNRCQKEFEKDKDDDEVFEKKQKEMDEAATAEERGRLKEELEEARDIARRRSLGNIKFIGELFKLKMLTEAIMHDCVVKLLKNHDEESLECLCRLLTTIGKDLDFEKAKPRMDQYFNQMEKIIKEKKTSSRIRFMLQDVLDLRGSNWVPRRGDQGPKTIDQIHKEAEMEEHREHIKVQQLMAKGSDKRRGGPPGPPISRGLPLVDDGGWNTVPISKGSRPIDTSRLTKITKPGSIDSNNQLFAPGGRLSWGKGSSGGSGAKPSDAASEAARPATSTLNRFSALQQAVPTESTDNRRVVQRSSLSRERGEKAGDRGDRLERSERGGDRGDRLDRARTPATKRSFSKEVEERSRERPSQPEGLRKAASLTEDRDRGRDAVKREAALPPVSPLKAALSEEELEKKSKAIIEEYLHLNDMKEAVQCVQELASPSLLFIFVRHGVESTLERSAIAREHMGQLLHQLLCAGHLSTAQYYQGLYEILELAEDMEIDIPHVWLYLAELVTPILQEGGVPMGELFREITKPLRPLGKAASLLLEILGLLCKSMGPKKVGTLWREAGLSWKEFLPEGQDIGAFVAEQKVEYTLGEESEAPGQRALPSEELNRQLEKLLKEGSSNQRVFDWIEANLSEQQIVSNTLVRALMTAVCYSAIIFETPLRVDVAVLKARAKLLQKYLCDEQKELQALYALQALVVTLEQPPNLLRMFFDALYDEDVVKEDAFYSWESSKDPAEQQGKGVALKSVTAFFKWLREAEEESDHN
# 14-3-3 Bad PPI – disrupts binding of bovine 14-3-3 zeta to phospho-Bad peptide. P63103. TR-FRET 14-3-3zeta/Dy647-pBad peptide displacement, 1 h. inhibition, % at 21.7 µM. actives 0.71% (n = 220,000). AID 781;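 active = inhibition above about 70%, limit read from the data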;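 note: 0% = full 14-3-3 plus peptide FRET controls and 100% = background without 14-3-3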
# The depositor's hits bear a star; x = not tested or not shown; [ ] = dose if it differs, or a comment. Some of the compounds tested; rates above refer to the full screens.
SMILES,Tb hexokinase,EP2 mod,Hck-Nef inh,PGE2 EP2 inh,Calpain2 inh,Rad51 HR inh,zVAD death inh,eIF4E 4G PPI,14-3-3 Bad PPI
CC(=O)c1cccc(NC(=O)N2CCCC2C(=O)Nc2c(C)cccc2C)c1 (stereo not given),2,18,1,9,-7,4,0.1,-7,7
Cc1ccc(S(=O)(=O)Nc2ccc(NC(=O)c3cccs3)cc2)cc1,-2,-54,3,12,-6,-3,4.3,0,4
S=c1[nH]nc(-c2cccnc2)o1,-8,9,3,19,9,1,0.3,2,1
COCCNC(=O)C1CCC(Cn2c(=S)[nH]c3ccccc3c2=O)CC1 (stereo not given),-6,-11,4,17,12,6,-0.1,0,-5
COc1ccc(CCN2C(=O)C3C4CC(C5C(C(=O)NN)=NOC45)C3C2=O)cc1OC (stereo not given),-9,43,0,8,-14,9,0.0,1,4
CCOc1ccc(NC(=O)CSc2nnc(N)s2)c([N+](=O)[O-])c1,-2,-6,20,17,-36,23,5.1,3,-8
COc1ccc(NC(=O)CCCC(=O)O)cc1Cl,-4,30,-9,1,-25,8,2.1,1,-6
O=[N+]([O-])c1nn(-c2ccccc2)[n+]([O-])c1N1CCN(c2ccccc2)CC1,-1,9,22,7,10,1,5.8,7,1
Cc1cc(C)nc(Nc2ncc(O)n2-c2ccc(C)c(Cl)c2)n1,-5,6,2,6,-17,1,-0.5,10[fluorescence artefact?],5
Cc1cccc(-n2c(C)nc3cc(C(=O)NCc4ccc5c(c4)OCO5)ccc32)c1,17,-78,4,14,5,4,-0.1,-3,-5
Cc1occc1C(=O)Nc1ccc2c(c1)OCO2,-1,1,8,12,-15,2,-0.8,3,4
CCC(=O)N/N=C(\C)CC(=O)Nc1ccc(F)cc1,0,24,21,1,-21,-4,1.2,2,-17
CN1CCN(C(=O)CCN2C(=O)/C(=C/c3ccccc3Cl)SC2=S)CC1,-25,-49,16,16,-17,9,-2.3,2,-13
Cc1ncc([N+](=O)[O-])n1Cc1ccc(Cl)cc1,-6,-10,19,8,-24,3,-0.5,5,9
Cc1oc(C(=O)Nc2ccc(C(=O)O)cc2)cc1COc1ccccc1,-4,-18,1,6,-36,11,0.5,-7,0
COC(=O)c1ccc2[nH]c(C)cc(=O)c2c1,-11,17,-1,13,-150,-4,0.6,4,3
Cc1ccc(S(=O)(=O)NCC(=O)OCC(=O)c2cc(C)n(-c3ccccc3)c2C)cc1,6,20,4,9,34,-3,0.4,5[fluorescence artefact?],0[fluorescence artefact?]
Cc1cc(NC(=O)Nc2cc(F)ccc2F)no1,-11,5,11,7,7,x,0.2,-3,1
N/C(=N\N=C\c1cccc(O)c1)c1nonc1N,-33,-43,18,1,16,0,6.6,0,-12
COc1cc(CN2CCN(c3cccc(C)c3C)CC2)cc([N+](=O)[O-])c1O,-5,26,19,6,-4,-4,0.8,0,11
CCOC(=O)N1CCN(C(=O)CN(c2ccccc2OC)S(=O)(=O)c2ccc(OC)cc2)CC1,-1,19,14,6,15,-2,-1.0,-2,-5
Oc1ccc(Br)cc1-c1cc(-c2ccccc2Cl)[nH]n1,-13,-23,-9,8,16,x,4.2,-2,-3
COc1ccc(C(C(=O)NC2CCCCC2)N(C(=O)CCCC(=O)Nc2ccccn2)c2ccc3c(c2)OCCO3)cc1 (stereo not given),-3,-1,3,12,-8,-10,-0.2,-7,-1
COc1ccc2c(Cl)c(C(=O)NC3CCS(=O)(=O)C3)sc2c1 (stereo not given),0,-23,-4,12,-20,8,1.2,5,-16
O=S(=O)(Nc1nccs1)c1ccc(Cl)cc1,-3,-3,-2,6,13,9,-0.6,0,-14
C/C=C/C=C/C(=O)N1CC2(CC(c3cccc(NC(=O)CCCCC)c3)=NO2)C[C@H]1C(N)=O (stereo not given in full),-9,3,11,16,-6,0,-0.3,1,0
Cc1ccc(CNC(=O)Cn2cccc2C(=O)c2ccccc2C)cc1,-1,9,-5,11,-6,-8,0.9,-7,-4
O=C(/C(=C(\O)c1ccccc1)c1ncc[nH]1)c1ccccc1,-16,22,49,4,1,-2,2.8,-3,-21
C[C@H](CCC(=O)O)[C@H]1CC[C@H]2[C@@H]3C(=O)C[C@@H]4CC(=O)CC[C@]4(C)[C@H]3CC(=O)[C@]12C,-1,14,-2,5,20,-5,2.5,0,-2
CC(=O)c1cccc(NC2c3ccccc3C(=O)N2Cc2ccco2)c1 (stereo not given),4,-23,9,10,-18,26,-0.9,0,-8
O=C(Oc1ccc(-c2csnn2)cc1)C1CC1,-3,15,-119,24,-7,15,1.4,-1,-2
CCOC(=O)c1c(-c2ccccc2)csc1NC(=O)CSc1nc(C)cc(C)n1,-7,58,3,7,28,13,-0.4,3[fluorescence artefact?],2[fluorescence artefact?]
CCN1CCN(C(=S)NCCc2ccccc2)CC1,3,17,0,3,-2,1,-0.1,-4,85*
O=C(O)C1CCN(S(=O)(=O)N2CCOCC2)CC1,9,-2,0,2,-9,-6,0.9,1,0
Cn1c(=O)cc(SCC(=O)N2CCCC2)c2ccc(Cl)cc21,-23,36,1,18,-13,0,-0.8,-1,-3
Cc1ccc(S(=O)(=O)CC(=O)Nc2c(C)n(C)n(-c3ccccc3)c2=O)cc1,2,3,1,3,13,8,0.9,1,-8

# Arranged by heavy-atom count (smallest number first): part of the list above.
SMILES,Tb hexokinase,EP2 mod,Hck-Nef inh,PGE2 EP2 inh,Calpain2 inh,Rad51 HR inh,zVAD death inh,eIF4E 4G PPI,14-3-3 Bad PPI
O=C(/C(=C(\O)c1ccccc1)c1ncc[nH]1)c1ccccc1,-16,22,49,4,1,-2,2.8,-3,-21
Cc1ccc(S(=O)(=O)CC(=O)Nc2c(C)n(C)n(-c3ccccc3)c2=O)cc1,2,3,1,3,13,8,0.9,1,-8
CCOC(=O)c1c(-c2ccccc2)csc1NC(=O)CSc1nc(C)cc(C)n1,-7,58,3,7,28,13,-0.4,3[fluorescence artefact?],2[fluorescence artefact?]

# Looked up one by one from the list above, two records:
SMILES,Tb hexokinase,EP2 mod,Hck-Nef inh,PGE2 EP2 inh,Calpain2 inh,Rad51 HR inh,zVAD death inh,eIF4E 4G PPI,14-3-3 Bad PPI
Cc1ccc(CNC(=O)Cn2cccc2C(=O)c2ccccc2C)cc1,-1,9,-5,11,-6,-8,0.9,-7,-4
O=C(/C(=C(\O)c1ccccc1)c1ncc[nH]1)c1ccccc1,-16,22,49,4,1,-2,2.8,-3,-21

# Further structures follow.
SMILES,Tb hexokinase,EP2 mod,Hck-Nef inh,PGE2 EP2 inh,Calpain2 inh,Rad51 HR inh,zVAD death inh,eIF4E 4G PPI,14-3-3 Bad PPI
COc1ccc(C(C(=O)NC2CCCCC2)N(Cc2cccs2)C(=O)Cc2c[nH]c3ccccc23)cc1OC (stereo not given),5,-5,0,1,-268,-2,0.0,-15,3
COCCOC(=O)C1=C(C)NC(=O)NC1c1ccc(Cl)cc1 (stereo not given),-12,3,-1,6,-21,6,0.4,-8[fluorescence artefact?],-7
CCCCCC(=O)OCCc1c(C)nc2nc[nH]n2c1=O,-1,13,29,5,4,1,-1.1,-1,-4
O=C(NCCN1CCOCC1)C1CCN(c2nc3ccccc3o2)CC1,0,12,3,1,-17,-26,0.1,10,-15
C=CCn1c(=O)c2ccccc2n2c(Sc3nnnn3-c3ccccc3)nnc12,4,5,-1,7,-19,7,-0.5,-2[fluorescence artefact?],-1
O=C(CSc1ccccn1)N1CCc2ccccc21,1,-19,18,3,38,-2,-0.2,1,27
O=C1CN(C(=O)CSc2nc3cc(Cl)ccc3c(=O)n2Cc2ccccc2)c2ccccc2N1,1,4,3,7,-114,5,1.0,-2,-7
Cn1c(SCc2ccc(F)cc2)nnc1-c1cnccn1,2,-13,15,6,4,x,-0.3,3,-7
Cn1ccnc1SCC(=O)c1cccc(Br)c1,-14,-2,2,7,-3,-4,0.7,-7,-13
CC(=O)COc1ccc2c3c(c(=O)oc2c1)CCCC3,-10,18,3,10,-145,-3,0.0,8,3
CC(NC(=O)CSc1nc2ccc(N)cc2s1)c1ccccc1 (stereo not given),-10,10,19,11,-33,38,0.8,4,-21
Cc1ccccc1NC(=O)c1ccc(F)c(S(=O)(=O)N2CCN(c3ccccn3)CC2)c1,0,-38,1,13,-20,-7,0.0,5,-9

# 14-3-3 Bad PPI, what is marked active above
canonical_smiles	Tb hexokinase	EP2 mod	Hck-Nef inh	Calpain2 inh	Rad51 HR inh	eIF4E 4G PPI	14-3-3 Bad PPI
CCN1CCN(C(=S)NCCc2ccccc2)CC1	3	17	0	-2	1	-4	85*

# More results
SMILES,Tb hexokinase,EP2 mod,Hck-Nef inh,PGE2 EP2 inh,Calpain2 inh,Rad51 HR inh,zVAD death inh,eIF4E 4G PPI,14-3-3 Bad PPI
C/C(O)=C(/C=NCC(=O)O)C(=O)Nc1nccs1,-3,15,3,3,-9,19,0.7,-1,1
O=C(NC(C(=O)O)c1ccccc1)c1ccccc1 (stereo not given),-6,26,3,8,-1,-12,0.1,-4,7
CS(=O)(=O)N1CCN(c2c(Cl)cccc2[N+](=O)[O-])CC1,1,19,-1,14,11,2,0.7,6,-3
CC(C)COC(=O)Nc1nnc(Cc2ccccc2)s1,10,-42,10,4,28,-6,-0.1,1,4
COc1cccc(C(=O)Nc2cc(C)c3c(=O)oc4ccccc4c3n2)c1,-5,24,27,18,-17,-1,-1.0,-19,-1
CC(=O)C1=C(S(=O)(=O)c2ccc(C)cc2)CS(=O)(=O)C1,10,-62,-73,97*,6,1,0.4,5,41
O=C(CSc1nc(-c2ccccc2)nc2ccccc12)Nc1cccc(C(=O)O)c1,-8,51,25,12,-71,0,7.5,2,-9
Cn1c(-c2ccc(F)cc2)cnc1NCc1ccc(C#N)cc1,0,-21,2,11,-11,2,1.0,5[fluorescence artefact?],6[fluorescence artefact?]
CC(NO)C(C)(C)NO (stereo not given),-4,12,0,5,-13,3,3.2,6[fluorescence artefact?],46[fluorescence artefact?]
COc1ccccc1NC(=S)N(Cc1cccnc1)Cc1ccccc1Cl,1,37,-4,0,-1,-1,0.5,-1,2
O=C(/C(=C/c1ccccc1)c1ccccc1)N1CCCCC1,1,45,1,11,-12,5,0.0,3[fluorescence artefact?],7
COc1ccccc1NS(=O)(=O)c1ccc(OC)c(OC)c1,-4,4,1,x,10,x,1.4,-3,9
COc1ccccc1N1CCN(C/C=C/c2ccc(N(C)C)cc2)CC1,-8,-1,1,8,7,-9,2.3,9[fluorescence artefact?],9
Cc1cc(Nc2ccc(F)cc2C)n2nc(C)nc2n1,-2,-4,2,7,-26,1,-0.4,0[fluorescence artefact?],5[fluorescence artefact?]
CCCn1c(SCC(=O)Nc2ccc(C)c(S(=O)(=O)N3CCOCC3)c2)n[nH]c1=O,-6,8,-1,5,-4,12,1.3,2,-1[fluorescence artefact?]

# Whole records as entered above.
# Cn1c(-c2ccc(F)cc2)cnc1NCc1ccc(C#N)cc1 is entered as Tb hexokinase = 0; EP2 mod = -21; Hck-Nef inh = 2; PGE2 EP2 inh = 11; Calpain2 inh = -11; Rad51 HR inh = 2; zVAD death inh = 1.0; eIF4E 4G PPI = 5[fluorescence artefact?]; 14-3-3 Bad PPI = 6[fluorescence artefact?]
# CCCn1c(SCC(=O)Nc2ccc(C)c(S(=O)(=O)N3CCOCC3)c2)n[nH]c1=O is entered as Tb hexokinase = -6; EP2 mod = 8; Hck-Nef inh = -1; PGE2 EP2 inh = 5; Calpain2 inh = -4; Rad51 HR inh = 12; zVAD death inh = 1.3; eIF4E 4G PPI = 2; 14-3-3 Bad PPI = -1[fluorescence artefact?]
